Assay outcomes (PubChem)
Growth percent in the NCI-60 one-dose screen (48 h, 10 µM unless noted): 100 = growth as untreated, 0 = no growth, -100 = all killed.
SNB-19: SNB-19 CNS cancer cells; hit rate 2.5% among 81,000
HCC-2998: HCC-2998 colon cancer | hit rate 4.7% among 79,000
SNB-75: SNB-75 CNS cancer; AID 1794750; hit rate 5% among 79,000
KM12: KM12 colon cancer cells; hit rate 5% among 82,000; AID 1794800
COLO 205: COLO 205 colon cancer | hit rate 7.3% among 79,000 | AID 1794742
HCT-15: HCT-15 colon cancer; AID 1794746; hit rate 5.2% among 82,000
HCT-116: HCT-116 colon cancer | hit rate 7.3% among 82,000 | AID 1794798
HT29: HT29 colon cancer | hit rate 7.4% among 81,000 | AID 1794748
SW-620: SW-620 colon cancer; hit rate 5.2% among 82,000; AID 1794795
* = called active by the depositor; . = no result given; & = joins results of further samples; [ ] = another dose, or the depositor's remark. How the source made its calls: active means growth percent below 10; inactive means the rest.

SMILES	SNB-19	HCC-2998	SNB-75	KM12	COLO 205	HCT-15	HCT-116	HT29	SW-620
CC1CCc2c(sc3nc(NN)n(-c4ccccc4)c(=O)c23)C1 (centres undefined)	107	100	107	92	117	82	100	91	96
COc1ccc(/C=C/c2nc(N3CCOCC3)c3nc(F)c(F)cc3n2)cc1OC	109	.	88	103	94	91	98	103	109
COc1ccc(/C(C#N)=C/c2ccccn2)cc1	106&98	103&98	105&99	102&101	173&112	109&96	104&96	103&106	130&112
Cc1ccc(S(=O)(=O)n2cc(C=C(C#N)C#N)c3ccccc32)cc1	100	104	100	104	121	95	94	.	110
COc1cc(C=C2C(=O)NC(=O)NC2=O)cc(CN2CCOCC2)c1O	102	113	101	106	116	106	111	113	107
COC(=O)C1(Cc2ccccc2)CC(=O)N1C[C@H](Cc1ccccc1)N(Cc1ccccc1)Cc1ccccc1 (some centres undefined)	73	72	68	51	56	40	21	41	57
COc1ccc(-c2csc(NC(=O)Nc3nc(-c4ccc(OC)cc4)cs3)n2)cc1	97	100	99	65	98	86	64	104	98
CCOC(=O)CCc1nc(C#N)c(N(C)C)o1	88	85	78	104	107	92	99	100	103

Profiles from above.
CC1CCc2c(sc3nc(NN)n(-c4ccccc4)c(=O)c23)C1 (centres undefined) in the list: SNB-19: 107; HCC-2998: 100; SNB-75: 107; KM12: 92; COLO 205: 117; HCT-15: 82; HCT-116: 100; HT29: 91; SW-620: 96
COc1ccc(/C(C#N)=C/c2ccccn2)cc1 in the list: SNB-19: 106&98; HCC-2998: 103&98; SNB-75: 105&99; KM12: 102&101; COLO 205: 173&112; HCT-15: 109&96; HCT-116: 104&96; HT29: 103&106; SW-620: 130&112

Remaining list, next part
SMILES	SNB-19	HCC-2998	SNB-75	KM12	COLO 205	HCT-15	HCT-116	HT29	SW-620
CN1CC(C(O)C(O)C(O)CO)OC1C(NC(=O)c1ccccc1)[P+](c1ccccc1)(c1ccccc1)c1ccccc1 (centres undefined)	98	112	94	103	111	109	98	103	104
CN1CCN(C(=O)CSc2nnc(Cn3c(C(F)(F)F)nc4ccccc43)o2)CC1	97	89	91	108	104	108	102	100	106
O=[N+]([O-])c1ccc(Sc2nc(Cl)nc(NC3CCCC3)n2)cc1	-95*[100 µM]	-86*[100 µM]	-100*[100 µM]	-97*[100 µM]	-62*[100 µM]	-92*[100 µM]	-94*[100 µM]	-73*[100 µM]	-63*[100 µM]
Cn1ccc2c1CC1CN(Cc3ccco3)C(=O)C1C2C(=O)O (centres undefined)	98	104	74	101	117	96	104	101	99
N#Cc1ccc(NC(=O)Nc2ccc(Oc3ccc(NC(=O)Nc4ccc(C#N)cc4)cc3)cc2)cc1	31	.	70	9.4*	-0.2*	32	5.7*	37	16
Cn1c(N)c(C(=O)N2CCN(c3ccccc3)CC2)c(=O)n(C)c1=O	97	108	103	107	104	105	104	109	102
COC(=O)C(N)Cc1cnc[nH]1 (centres undefined)	99	100	111	96	117	93	98	105	82
COC(=O)Nc1ncccn1	105	108	82	114	102	99	89	104	104
COc1ccc(-c2c(C#N)c(-c3ccco3)nc3c2c(-c2ccccc2)nn3-c2ccccc2)cc1OC	94	102	102	103	110	78	79	69	95
Fc1ccccc1[C@H]1Nc2c(ccc3ncccc23)[C@H]2C=CC[C@H]21	91	98	84	69	108	67	70	83	89
CN(C)S(=O)(=O)n1cnc([C@@H]2[C@@H]3C(=O)OC[C@@H]3C[C@]23N=CN(Cc2ccccc2)C3=O)c1	98	99	67	104	118	98	100	90	97
O=C(CSc1nc2ccccc2c(=O)n1-c1ccc(S(=O)(=O)Nc2ccc(Cl)nn2)cc1)Nc1ccc(S(=O)(=O)Nc2ccc(Cl)nn2)cc1	101	120	96	99	111	100	105	106	98
CCC(=O)c1c(C)cc(C)c(C(=O)CC)c1C	102	102	89	113	97	100	81	96	107
O=C(CSc1nnc(-c2cccs2)n1-c1ccccc1)Nc1ccccc1F	83	92	84	61	71	53	84	75	69
CC(=O)c1sc(N)c(-c2nnc(-c3ccccc3)o2)c1C	103	106	106	98	105	106	108	93	100
CC(=O)NC1=C/C(=C\[N+](=O)[O-])C=C1O	86	89	100	101	105	105	114	95	100
COC(=S)SCc1cc(=O)oc2ccc(Cl)cc12	89	100	93	98	108	83	96	106	109
O=C(Nc1cnc(Cl)nc1Oc1cccc(C(F)(F)F)c1)Nc1c(Cl)cccc1Cl	99	104	75	109	112	101	100	101	104
Cc1ccc(-c2cc(C(=O)N3N=C(c4ccc(N)cc4)CC3c3cc(-c4ccccc4)nn3-c3ccccc3)c3ccccc3n2)cc1 (centres undefined)	93	99	74	82	109	78	14	96	105
COC(=O)c1oc2c(F)c(-c3ccccc3)c(-c3ccccc3)c(-c3ccccc3)c2c1N	87	104	110	100	106	90	96	107	106
O=C(O)C(Cc1ccc(O)cc1)N1C(=O)c2ccccc2C1=O (centres undefined)	102	92	90	95	99	95	92	87	108
CCCC(=O)NCCc1ccc(OC)c(OC)c1	98	105	88	103	104	100	101	109	97
CC(=O)Nc1ccc(-n2cnc3cc(-c4cccc(O)c4)ccc32)cc1	86	111	85	36	130	62	109	107	116
CN(C)c1ccc(C2Nc3ccccc3-n3cccc32)cc1 (centres undefined)	95	85	107	98	96	90	97	100	98

Remaining list, next part.
Fields: SNB-19, HCC-2998, SNB-75, KM12, COLO 205, HCT-15, HCT-116, HT29, SW-620
> C=CC(=O)OC1CCC(C(C)(C)CC)CC1 (centres undefined)
→ 109, 110, 95, 106, 105, 98, 104, 112, 107
> COC(=O)c1sc(-c2ccsc2C(=O)OC)cc1N
→ 96, 99, 79, 90, 100, 99, 92, 96, 99
> O=C(CCCCNC(=O)c1cc(=O)c(O)co1)Nc1ccccc1
→ 102, 110, 85, 100, 68, 49, 30, 98, 46
> c1ccc2sc(SCN3CCOCC3)nc2c1
→ 111, 100, 89, 112, 105, 105, 101, 123, 100
> C=C1CCC2C(C)(CO)C(O)CCC2(C)C1CC(NCc1cccc(Cl)c1)C1=CCOC1=O (centres undefined)
→ 93, 101, ., 106, 112, 103, 101, 110, 100
> O=C(CN1CCCCC1)Nc1cccc(-c2cc3ccccc3[nH]2)c1
→ 92, 86, 79, 70, 91, 51, 73, 26, 87
> O=C1NC(=O)/C(=C\c2cn(-c3ccccc3)nc2-c2cccc(O)c2)S1
→ 81, 100, 107, 102, 110, 89, 88, 98, 103
> N[C@@H](CO)[C@@H](O)c1ccc([N+](=O)[O-])cc1
→ 99, 109, 82, 102, 117, 112, 100, 95, 101
> CCOC(=O)CCOc1ccccc1
→ 102, 113, 108, 104, 98, 98, 100, 92, 94
> CS(=O)(=O)c1ccc(-c2ccc3nc(N)n(-c4ccc(C(F)(F)F)cc4)c(=O)c3c2)cc1
→ 90, 105, 110, 98, 117, 78, 98, 90, 100
> N#Cc1c(-c2ccc(Cl)cc2)n2c(nc1=O)NNCC2=O
→ 105, 111, 95, 111, 132, 113, 98, 102, 117
> COc1ccc(/C=C/C(=O)c2ccc(OC)c(S(=O)(=O)Nc3cccnc3)c2)cc1
→ 91, 120, 75, 35, 110, 67, 80, 101, 82
> COc1ccc2c(c1)C(=O)/C(=C/c1cccc(OCC(=O)Nc3nc4c(s3)CCCC4)c1)O2
→ ., -67*, 19, -68*, -3.4*, -16*, -26*, -74*, -62*
> O=C1C=C(NS(=O)(=O)c2ccccc2)C(=O)c2ccccc21
→ 93, 108, 66, 93, 104, 89, 80, 98, 106
> COc1cc(-c2nc3ccc(C(=O)NN4C(=O)c5ccc(C(=O)O)cc5C4=O)cc3[nH]2)cc(OC)c1OC
→ 95, 106, 83, 102, 104, 100, 110, 97, .
> CCOc1ccc([C@H]2C(C(=O)c3ccc(Cl)cc3)C3(N[C@@H]2c2ccccc2)C(=O)Nc2ccc(Cl)cc23)cc1 (some centres undefined)
→ 79, 70, 55, 53, 88, 49, 48, 42, 73
> Brc1ccc(N=Nc2ccccc2)cc1
→ 104, 100, 93, 111, ., 107, 100, 93, 114
> O=C(c1ccccc1)c1c(/C=C/c2ccc(Cl)cc2)nc2ccccc2c1/C=C/c1ccc(Cl)cc1
→ 92, 97, 85, 100, 107, 100, 94, 102, 111
> Cc1oc2ncnc(Nc3ccc(OCc4cccc(F)c4)c(Cl)c3)c2c1C(=O)NCCO
→ 34, 79, 41, 69, 86, 61, 65, 73, 93
> Cc1cc(=O)oc2cc(OCCOc3ccc(/C=C/C(=O)Nc4ccc(Br)cc4)cc3)ccc12
→ 98, 108, 104, ., 106, 86, 96, 110, 102
> Cc1nc2cccnc2nc1C
→ 106, 111, 92, 110, 154, 110, 100, 101, 105
> C[C@H]1[C@H](C)CC[C@]2(C(=O)N3CCNCC3)CC[C@]3(C)C(=CC[C@@H]4[C@@]5(C)CCC(=O)C(C)(C)[C@@H]5CC[C@]43C)[C@H]12
→ 93, 107, 73, 99, 105, 111, 98, 92, 99
> CCOC(=S)SCc1ccc(Cl)cc1
→ ., 131, 77, 108, 145, 95, 92, 103, 101
> O=C(c1cc(-c2ccccn2)nc2ccccc12)N1CCCCC1
→ 96, 118, 93, 102, 123, 94, 95, 107, 110
> COc1ccccc1NC(=O)C(/C=N/C(N)=S)=C(\C)O
→ 107, 100, 92, 102, 104, 105, 94, 94, 101
> Cc1cc(NS(=O)(=O)c2ccc(N=Nc3c(N)nc(N)nc3N)cc2)nc(C)n1
→ 104, 125, 85, 113, 120, 100, 101, 107, 111
> CSc1nc(C)c(Br)c(N)n1
→ 110, 103, 111, 121, 114, 114, 107, 105, 109
> COc1ccc2nc(-n3c(=O)c4cccnc4n(-c4ccc(Cl)cc4)c3=O)sc2c1
→ 99, 83, 87, 76, 98, 43, 73, 109, 106
> CCOC(=O)/C=c1\sc2n(c1=O)C1C(NN=2)N(CC)C(=O)N1CC (centres undefined)
→ 54, 77, 52, 36, 51, 31, 29, 26, 32
> Nc1nc(SCc2ccccn2)c2ncn(C3OC(CO)C(O)C3O)c2n1 (centres undefined)
→ 106, 105, 85, 95, 96, 101, 104, 99, 91
> O=C(CSc1nc2c(c(=O)[nH]1)CCCC2)NNC(=O)c1ccc(Cl)cc1
→ 97, 106, 81, 99, 109, 102, 101, 106, 102
> O=C(NCCCNc1cc(-c2cn(-c3ccccc3)nc2-c2cccc(O)c2)ccn1)Nc1ccc(F)cc1
→ 27, -60*, 6.8*, 2.6*, -39*, -12*, 10, 3.6*, 14
> CCCCNC(=O)Cn1nc(C)c2c1CC(C)(C)CC2=O
→ 98, 100, 84, 111, 120, 103, 94, 102, 107
> Cc1ccc(CNC(=O)Nc2ccc3cc4ccc(NC(=O)NCc5ccc(C)cc5)cc4nc3c2)cc1
→ 80, 89, 92, 90, 99, 98, 55, 106, 74
> C[n+]1ccc(C2(C)OCCO2)cc1
→ 111, 108, 81, 116, 114, 104, 112, 110, 102
> O=S(=O)(O)c1cc(O)c2c(O)c(N=Nc3cc(Cl)ccc3O)c(S(=O)(=O)O)cc2c1
→ 98, 108, 84, 101, 116, 101, 100, 110, 98
> C[C@@H]1O[C@@H](O[C@@H]2C[C@H](c3ccc4c(c3O)C(=O)C3=C(C4=O)[C@@]4(O)C(=O)C[C@](C)(O)C[C@@]4(O)C=C3)O[C@H](C)[C@H]2O)C[C@H](O)[C@@H]1O
→ 92, 102, 87, 100, 97, 99, 99, 106, 95
